PLCb3 inh: human PLC-beta3 inhibitors, primary screen, biochemical, fluorescence; 1-phosphatidylinositol 4,5-bisphosphate phosphodiesterase beta-3 (Homo sapiens), Q01970; Purified PLC-beta3, fluorogenic substrate; inhibition, % at 12.2 µM; hit rate 0.18% among 370,000; AID 720704, 2013; in the data active = inhibition above about 11%;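 also: 0% = median of compound wells on plate and 100% = full blocker control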
SMARCA2 act: SMARCA2 (BRM) function activators, primary screen, cell-based, luminescence, high throughput | AID 652017, 2013 | activation, % at 9.1 µM | hit rate 1% among 370,000 | MG213 cells, MMTV-luciferase reporter, dexamethasone, overnight; in the data active = activation above about 7.8%;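 also: 0% = vehicle wells and 100% = reference activator wells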
hcDAF-12 act: H. contortus DAF-12 nuclear receptor activators, primary screen, cell-based, luminescence, HEK293, lit1-tk-luc reporter | AID 652067, 2013 | hit rate 1.4% among 370,000 | HEK293 hcDAF-12 lit1-tk-luc reporter; 0% DMSO, 100% Δ7-dafachronic acid | activation, % at 6.8 µM;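 active = activation above the mean of all tested compounds plus 3 SD, cut at about 5.5% in these data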;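 also: 100% = response to 3 µM Δ7-dafachronic acid high control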
sPLA2-III inh: human group III sPLA2 inhibitors, primary screen, biochemical, QFRET, BODIPY PC-A2 liposome substrate; Group 3 secretory phospholipase A2 (Homo sapiens), Q9NZ20; inhibition, % at 12.2 µM; QFRET BODIPY PC-A2 liposome hydrolysis, fluorescence; hit rate 0.56% among 370,000; AID 743126, 2013;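 active = inhibition above mean plus 3 SD of compounds lying within the high and low control bounds, cut at about 19% in these data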;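 also: 0% = median of test compound wells and 100% = no enzyme DMSO wells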
GAA850 FXN act: FXN promoter activators, primary screen, cell-based, luciferase luminescence, HEK293 lucGAA850. HEK293 lucGAA850 FXN promoter luciferase reporter, 24 h; percent of 10 µM SAHA response. activation, % at 6 µM. hit rate 0.56% among 360,000. AID 540364, 2011;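 active = activation above the average of all compounds screened plus 3 SD, cutoff fixed separately per campaign, cut at about 7.5% in these data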;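 also: 0% = DMSO wells and 100% = 10 µM SAHA wells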
ssDAF12 agonist: S. stercoralis DAF-12 nuclear receptor activators, primary screen, cell-based, luminescence, HEK293, GRIP1 co-expression, lit1-tk-luc; HEK293 ssDAF-12/GRIP1 lit1-tk-luc reporter; % of 3 µM dafachronic acid response; activation, % at 6.8 µM; Nuclear hormone receptor DAF-12 (Strongyloides stercoralis); hit rate 1% among 370,000; AID 652126, 2013;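 active = activation above the mean over all tested compounds plus 3 SD, cut at about 0.9% in these data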;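 also: 0% = DMSO-only wells and 100% = 3 µM delta7-dafachronic acid wells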
PG9 binder: binders of HIV-1 gp120 antibody PG9, primary screen, biochemical, TR-FRET. hit rate 0.43% among 360,000. inhibition, % at 6.7 µM. HIV-1 gp120 / PG9 antibody interaction. TR-FRET gp120-PG9 antibody binding; in the data active = inhibition above about 8.5%
DAX1 inh-1: DAX1 (NR0B1) inhibitors on StAR promoter, primary screen, cell-based, luminescence, SF-1 (NR5A1), full-length DAX-1 | HEK293T StAR-luciferase reporter, SF-1/DAX-1 repression relief | inhibition, % at 6.8 µM | hit rate 1.1% among 370,000 | AID 652010, 2013;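 active = inhibition above the mean over all tested compounds plus 3 SD, cut at about 3.6% in these data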;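 also: 0% = DAX-1 cells with DMSO and 100% = cells lacking DAX-1 with DMSO; higher inhibition means more luminescence from relief of DAX-1 repression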
hgDAF-12 ag: H. glycines DAF-12 receptor agonists, primary screen, cell-based, luminescence, HEK293, GAL4 fusion, UAS-luciferase; HEK293 GAL4-hgDAF12 UAS-luciferase reporter, agonist luminescence; normalized to butyrate control; activation, % at 6.8 µM; hit rate 1.8% among 370,000;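 active = activation above a cutoff set at the mean of all screened compounds plus 3 SD, cut at about 10% in these data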;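 also: 0% = DMSO wells and 100% = sodium butyrate wells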
DAX1 inh-2: DAX1 (NR0B1) inhibitors, primary screen, cell-based, HEK293, Gal4-DAX1, luciferase luminescence; Nuclear receptor subfamily 0 group B member 1 (Homo sapiens), P51843; HEK293 Gal4-DAX1 luciferase reporter; inhibition, % at 6.75 µM; hit rate 0.99% among 340,000; AID 504766, 2011;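 active = inhibition above the mean over all tested compounds plus 3 SD, cut at about 4.2% in these data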;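 also: 0% = DAX1-transfected cells with DMSO and 100% = empty-vector control cells with DMSO; inhibition shows as a rise in luminescence from relieved DAX1 repression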
Target sequence (P51843 207-470 limits assumed): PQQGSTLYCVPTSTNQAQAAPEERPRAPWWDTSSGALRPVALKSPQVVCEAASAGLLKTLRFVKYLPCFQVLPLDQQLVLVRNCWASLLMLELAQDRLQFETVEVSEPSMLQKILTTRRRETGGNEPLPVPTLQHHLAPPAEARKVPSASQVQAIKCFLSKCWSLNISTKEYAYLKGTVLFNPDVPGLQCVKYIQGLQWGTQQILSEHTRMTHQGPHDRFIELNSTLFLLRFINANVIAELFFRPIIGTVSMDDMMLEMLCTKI
NR1D1 modulator: modulators of Rev-erb alpha DNA binding, primary screen, biochemical, FITC-DNA, fluorescence polarization, uHTS. Nuclear receptor subfamily 1 group D member 1 (Homo sapiens), P20393. AID 1259318, 2017. hit rate 0.79% among 370,000. activity, % at 10 µM. Rev-erbα–FITC-DNA binding, 90 min;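 active = activity above about 14%, limit read from the data; passing the limit was not always enough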;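 also: 0% = DMSO wells with 35 nM protein and 100% = DMSO wells with 750 nM protein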
Target sequence (P20393 whole entry, looked up): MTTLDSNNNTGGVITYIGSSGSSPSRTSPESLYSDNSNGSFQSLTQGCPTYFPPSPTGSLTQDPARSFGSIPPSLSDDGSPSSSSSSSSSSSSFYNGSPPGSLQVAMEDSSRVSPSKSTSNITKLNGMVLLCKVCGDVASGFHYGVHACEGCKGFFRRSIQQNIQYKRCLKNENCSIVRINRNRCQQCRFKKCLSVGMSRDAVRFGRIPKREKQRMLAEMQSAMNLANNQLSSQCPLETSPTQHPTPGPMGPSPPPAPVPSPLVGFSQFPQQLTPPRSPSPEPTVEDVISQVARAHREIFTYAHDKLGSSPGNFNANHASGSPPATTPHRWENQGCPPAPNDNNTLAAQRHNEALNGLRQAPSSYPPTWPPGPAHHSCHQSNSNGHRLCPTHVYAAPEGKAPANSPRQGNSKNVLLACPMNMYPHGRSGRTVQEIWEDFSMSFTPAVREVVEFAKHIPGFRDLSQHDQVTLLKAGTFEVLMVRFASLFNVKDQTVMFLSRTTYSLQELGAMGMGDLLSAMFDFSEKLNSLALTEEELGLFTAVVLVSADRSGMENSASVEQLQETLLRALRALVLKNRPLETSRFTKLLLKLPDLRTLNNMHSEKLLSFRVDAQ
Starred values were filed as active, the others as inactive; i = inactive; nt = not tested or not shown; & = joins results of further samples.

SMILES | PLCb3 inh | SMARCA2 act | hcDAF-12 act | sPLA2-III inh | GAA850 FXN act | ssDAF12 agonist | PG9 binder | DAX1 inh-1 | hgDAF-12 ag | DAX1 inh-2 | NR1D1 modulator
Cc1cc(C)n(CC(O)COCc2ccccc2)n1 (configuration not stated) | 3 | 1 | -1.3 | -3 | -2.6 | -1.4 | -2.5 | -0.3 | -0.1 | 2.6 | 0
Cc1ccc(OCC(=O)Oc2cccc(C)c2)cc1 | -2 | 3 | -0.8 | -1 | 1.4 | -1.4 | -0.4 | 0.8 | 3.0 | nt | -6
Oc1ccccc1N=Cc1sc2ccccc2c1Cl | -1 | 3 | 4.5 | -9 | 5.2 | -0.5 | 0.8 | -1.0 | -2.0 | -1.8 | 2
O=C(Oc1ccc(N(Cc2cccs2)C2=NS(=O)(=O)c3ccccc32)cc1)c1ccccc1F | 0 | -1 | -1.7 | 2 | 2.6 | -1.4 | 0.9 | 0.2 | -1.8 | -1.0 | -4
C[C@H](NC(=O)C1CC(=O)N(c2ccc3c(c2)OCO3)C1)C(=O)NC1CCCCC1 (some centres not stated) | -2 | -1 | -0.4 | 3 | 2.0 | -1.4 | -1.8 | 0.5 | 1.5 | -0.3 | -1
Cn1c(NCCCO)nc2ccccc21 | 4 | 3 | -0.3 | 6 | -0.4 | -0.7 | -0.9 | 0.4 | 4.7 | -0.7 | -1
c1ccc(N2CCN(c3ncnc4sc5c(c34)CCC5)CC2)cc1 | -2 | -2 | -2.4 | 3 | -1.3 | -1.4 | -1.4 | 0.4 | -0.1 | -1.1 | 6
NC(=O)CCC(=O)N1CCCC(C(=O)c2ccc3c4c(cccc24)CC3)C1 (configuration not stated) | -105 | -3 | 0.8 | -3 | -2.3 | -1.9 | -0.8 | -0.8 | 1.4 | 3.1 | -1
Oc1c(C(c2ccco2)N2CCC3(CC2)OCCO3)sc2ncnn12 (configuration not stated) | -16 | 1 | 0.6 | 2 | 0.5 | -0.8 | -0.3 | 0.9 | 2.9 | -0.7 | 5
C/C(=N\NC(=O)c1sccc1C)c1cccnc1 | -6 | 5 | 4.2 | 7 | 3.2 | -0.3 | -1.3 | 4.2* | 8.8 | 0.9 | 2
Cc1nc(CCN2C(=O)c3ccccc3C2=O)cs1 | 3 | -2 | -1.4 | 6 | 0.7 | -1.1 | -1.5 | -0.4 | 1.7 | -0.5 | 1
Cc1ccccc1-n1cc[nH]c1=S | 3 | 4 | -1.4 | 5 | 1.7 | -1.4 | -0.1 | 0.0 | 2.1 | -0.4 | -1
Cc1ccc(NC(=S)N(CCCN2CCOCC2)Cc2ccccn2)cc1 | 1 | 0 | 0.3 | 5 | -2.4 | -1.6 | 0.7 | 0.2 | 1.2 | -0.3 | 2
COc1ccc(/C=c2/sc3n(c2=O)C(c2ccccc2OC)C2=C(N=3)c3ccccc3CC2)cc1O (configuration not stated) | -132 | -7 | -0.2 | -16 | -5.4 | -1.0 | -2.1 | -2.4 | -3.1 | -2.4 | -6
CCn1c(=O)cc(SCC(=O)NCc2ccc(C)cc2)c2ccccc21 | 1 | -3 | -2.1 | -4 | -0.5 | -1.5 | 1.2 | -0.2 | -0.8 | 1.5 | 0
O=C(Cc1ccccc1)Nc1ccc2c(c1)C(=O)N(CC1CCCO1)C2=O (configuration not stated) | i | 0 | -1.0 | -6 | 1.2 | -1.4 | 0.3 | 0.1 | -1.4 | -0.1 | 2
CN1CCN(S(=O)(=O)c2ccc(NC(=S)NC(=O)C3CCCCC3)cc2)CC1 | 1 | -2 | -0.5 | -4 | 2.2 | -1.3 | -2.2 | -0.8 | 3.5 | 0.3 | -3
CC1CN(C(=O)CN2C(=O)NC(C)(c3ccccc3)C2=O)CC(C)O1 (configuration not stated) | 2 | -3 | -1.1 | 0 | 0.1 | -1.3 | -0.4 | -0.4 | 1.0 | 0.9 | -3
COc1ccccc1NS(=O)(=O)c1cc(C(=O)N2CCCC2)ccc1F | -4 | 1 | 1.1 | 2 | 1.4 | -1.2 | -2.6 | 0.6 | 3.1 | -0.2 | -3
COCCNS(=O)(=O)c1cc2[nH]c3c(c2cc1C)C(=O)CC(C)(C)C3 | -2 | -1 | -2.0 | -1 | 1.9 | -1.3 | -2.8 | -0.2 | -0.6 | -1.1 | -2
COc1cccc(NS(=O)(=O)c2ccc(S(=O)(=O)N3CCCC3)cc2)c1 | -4 | 1 | -0.7 | -21 | 0.8 | -0.1 | -3.0 | 0.3 | -3.9 | -0.7 | 1
Cc1ccc(OCCOC(=O)c2cccc(S(=O)(=O)N3CC(C)OC(C)C3)c2)cc1 (configuration not stated) | 0 | -1 | -1.1 | -8 | 2.4 | -1.0 | -1.0 | -2.1 | 1.9 | -0.5 | -3
CCC(=O)N1CCN(c2ccccc2NC(=O)COc2cccc(C)c2)CC1 | 3 | -2 | 1.2 | -1 | -0.9 | -1.4 | -0.2 | -0.9 | 0.0 | 0.3 | 1
COc1ccc(S(=O)(=O)Nc2cccc3c2O[C@H](CN(C)C(=O)Nc2ccc4c(c2)OCO4)[C@@H](C)CN([C@H](C)CO)C3=O)cc1 | -11 | 0 | -2.2 | 2 | -2.0 | -1.3 | -0.4 | -0.8 | -2.1 | 0.8 | -2
Cc1ccccc1CC(=O)N1CCCC1 | -4 | -3 | -0.6 | 1 | 2.9 | -1.2 | -0.6 | 0.3 | -0.2 | 0.6 | 4
More compounds follow:
SMILES | PLCb3 inh | SMARCA2 act | hcDAF-12 act | sPLA2-III inh | GAA850 FXN act | ssDAF12 agonist | PG9 binder | DAX1 inh-1 | hgDAF-12 ag | DAX1 inh-2 | NR1D1 modulator
Cc1ccnc(NC(=O)c2ccc(Cl)c(S(=O)(=O)N3CCCC3)c2)c1 | 3 | 1 | 0.1 | -2 | 2.4 | -1.4 | 2.2 | -2.9 | 5.0 | -1.1 | 1
COc1ccc(NC(=O)c2cnc(SC)nc2C)c(OC)c1 | -9 | -4 | -2.0 | 8 | 1.0 | -1.1 | 1.3 | -0.1 | -3.0 | -0.5 | -1
CCCC(=O)Oc1c(S(=O)(=O)c2ccc(C)cc2)c(C)nn1C(C)(C)C | -4 | 0 | -2.5 | 4 | 1.2 | -1.1 | 0.3 | -0.2 | -1.8 | 2.1 | 3
O=C(Nc1nc(-c2ccc3ccccc3c2)cs1)C1CCN(S(=O)(=O)c2cccs2)CC1 | 3 | -4 | -0.4 | -2 | -2.2 | -1.3 | -3.4 | -0.5 | 0.8 | -1.5 | 9
Cc1cccc(OCCCC(=O)NCCc2ccccc2)c1 | 1 | 0 | 1.6 | -6 | 1.3 | -0.3 | -0.9 | -0.3 | 2.1 | 1.7 | 3
CC(C)(C)NC(=O)COC(=O)c1ccc(O)cc1 | 3 | -1 | 2.2 | 1 | -1.5 | -0.5 | 1.3 | 0.0 | 1.1 | -0.1 | 1
O=C(O)c1[nH]c2ccccc2c1C(c1c(F)cccc1Cl)c1c(C(=O)O)[nH]c2ccccc12 | -5 | 0 | -0.9 | -39 | 1.1 | -0.6 | -1.2 | 0.4 | 5.0 | 1.2 | -2
CCN(CC)c1cc(C(F)(F)F)nc(-c2ccccn2)n1 | -9 | 1 | -0.2 | 3 | -0.3 | 0.0 | -1.6 | -0.3 | -2.2 | 1.4 | -3
NC(=O)CC(NC(=O)Cc1ccc(Br)cc1)c1ccc(NCc2ccccn2)c([N+](=O)[O-])c1 (configuration not stated) | -5 | 1 | -0.6 | 5 | -2.6 | -1.7 | -0.3 | -0.6 | 0.0 | -1.0 | 4
Cc1ccc(-n2ncc3c(NNC(=O)c4ccco4)ncnc32)cc1Cl | -5 | 1 | -1.4 | 6 | -5.0 | -1.4 | 0.5 | -1.4 | -2.1 | 0.5 | 4
COc1cccc(CNC(=S)Nc2ccc3c(c2)c(=O)n(C)n3Cc2ccc(F)cc2)c1 | i | -3 | -2.1 | -4 | 0.8 | -1.7 | 1.4 | -1.7 | -1.2 | nt | 8
CCc1ccc(CNn2cnnc2SCC(=O)NC(C)(C)C)cc1 | 5 | 6 | -1.8 | 3 | 3.0 | -0.9 | -0.4 | -1.1 | -1.9 | 0.1 | 0
Clc1ccc(-c2ccc(C=Nc3ccc(N4CCOCC4)cc3)o2)c(Cl)c1 | -31 | -1 | 0.6 | 4 | -0.2 | -0.9 | -1.3 | -0.3 | -2.2 | 0.0 | 2
CCc1cc(C(=O)Nc2cc(S(=O)(=O)N(CC)CC)ccc2N2CCOCC2)sc1C | -57 | -1 | -1.6 | -9 | -0.8 | -1.5 | -2.5 | -1.1 | -3.0 | -0.2 | -1
Cc1cc(C)c2nc(NC(=O)c3cccc(S(=O)(=O)N4CCc5ccccc54)c3)sc2c1 | -1&-9 | -2&-3 | -0.5&-3.6 | -10&13 | -2.2 | -1.2&-1.3 | 0.9 | -0.1&-0.3 | 1.0&-2.5 | 0.4 | 7&9
Cn1c(C2CCCCC2)nc2c1c(=O)[nH]c(=O)n2Cc1ccccc1 | -6 | -2 | -1.6 | -5 | -1.3 | -2.0 | 2.1 | -2.4 | -4.1 | -0.1 | 3
COC(=O)[C@]12C[C@H](CC(=O)N3CCN(C(=O)c4ccco4)CC3)C(=O)N(Cc3ccco3)C1=C[C@H](C1CCCC1)O[C@@H]2C | 0 | -1 | -3.0 | -10 | nt | -1.5 | nt | 0.3 | -1.9 | nt | 5
CSCC[C@H](NC(=O)c1cccc(S(=O)(=O)N2CCN(C)CC2)c1)c1nc2ccccc2[nH]1 | 5 | -3 | -0.3 | -2 | -3.3 | -0.8 | 1.3 | -0.9 | -1.8 | -0.7 | -7
CCc1nnc(NC(=O)CSc2nc3cc4c(cc3cc2C)OCCO4)s1 | 4 | 0 | -0.5 | 1 | 0.8 | -0.8 | 12* | -0.1 | 0.5 | 0.5 | 47*
CCOc1ccccc1Nc1nnc(SCC(=O)N2CCCC2)s1 | 2 | -3 | -1.0 | -3 | -0.2 | -1.4 | -1.5 | -0.2 | 0.5 | -0.5 | -7

3 of the entries above in order of their number in ssDAF12 agonist, lowest first.
SMILES | ssDAF12 agonist
COc1cccc(CNC(=S)Nc2ccc3c(c2)c(=O)n(C)n3Cc2ccc(F)cc2)c1 | -1.7
O=C(Nc1nc(-c2ccc3ccccc3c2)cs1)C1CCN(S(=O)(=O)c2cccs2)CC1 | -1.3
CSCC[C@H](NC(=O)c1cccc(S(=O)(=O)N2CCN(C)CC2)c1)c1nc2ccccc2[nH]1 | -0.8

Assay outcomes from PubChem BioAssay.

Rows were taken by chance. About 7% of those tested had a hit in this group.
